Compound activity deposited in PubChem BioAssay by Sanford-Burnham Center for Chemical Genomics.
Gli-Sufu block: Gli-Sufu pathway antagonists, primary screen, luciferase luminescence, Sufu-KO-LIGHT cells, uHTS. 340,000 compounds, 0.74% hits. inhibition, % at 5 µM. AID 588413, 2011. Sufu-KO-LIGHT fibroblasts, Gli luciferase reporter luminescence;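 active = inhibition above about 55%, limit read from the data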;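 note: 0% = DMSO-treated cells and 100% = wells with medium but no cells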
ATG4B inhibitor: ATG4B protease inhibitors, primary screen, biochemical, fluorescence, uHTS; inhibition, % at 8.33 µM; Cysteine protease ATG4B (Homo sapiens), Q9Y4P1; 340,000 compounds, 0.51% hits; ATG4B cleavage of LC3-PLA2, NBD-HPC fluorescence, 1 h; in the data active = inhibition above about 40%
UBC13 polyUb: UBC13 polyubiquitin chain formation inhibitors, primary screen, biochemical, TR-FRET, uHTS; AID 485273, 2010; inhibition, % at 20 µM; 330,000 compounds, 0.47% hits; Ubiquitin-conjugating enzyme E2 N (Homo sapiens), P61088; in the data active = inhibition above about 45%, passing the limit was not always enough
Target sequence (P61088 whole entry, looked up): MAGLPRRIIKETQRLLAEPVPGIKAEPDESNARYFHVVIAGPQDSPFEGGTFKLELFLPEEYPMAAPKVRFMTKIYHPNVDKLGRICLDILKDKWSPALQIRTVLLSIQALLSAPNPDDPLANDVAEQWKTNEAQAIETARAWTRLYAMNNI
EBI2 antag: EBI2 receptor antagonists, beta-arrestin recruitment, primary screen, cell-based, luminescence, 7a,25-OHC stimulation, uHTS. G-protein coupled receptor 183 (Homo sapiens), P32249. 360,000 compounds, 0.81% hits. inhibition, % at 5 µM. 7a,25-OHC stimulated; in the data active = inhibition above about 38%;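 note: enzyme fragment complementation signal reports receptor beta-arrestin coupling in cells; 0% = agonist plus DMSO wells and 100% = wells without agonist; some results beyond the cut were filed as inactive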
CCR6 antagonist: CCR6 receptor antagonists, primary screen, cell-based, CHO-K1, luminescence, beta-arrestin, uHTS; C-C chemokine receptor type 6 (Homo sapiens), P51684; CHO-K1 CCR6 PathHunter beta-arrestin, CCL20-stimulated; inhibition, % at 20 µM; 340,000 compounds, 0.49% hits; AID 493098, 2011;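 active = compounds whose inhibition of the agonist-driven luminescence signal at 20 µM reaches about 50%, limit read from the data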;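 note: cells stimulated with CCL20 at 14 nM final; plate controls were DMSO with CCL20 for no effect and DMSO without agonist for full effect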
Target sequence (P51684 whole entry, looked up): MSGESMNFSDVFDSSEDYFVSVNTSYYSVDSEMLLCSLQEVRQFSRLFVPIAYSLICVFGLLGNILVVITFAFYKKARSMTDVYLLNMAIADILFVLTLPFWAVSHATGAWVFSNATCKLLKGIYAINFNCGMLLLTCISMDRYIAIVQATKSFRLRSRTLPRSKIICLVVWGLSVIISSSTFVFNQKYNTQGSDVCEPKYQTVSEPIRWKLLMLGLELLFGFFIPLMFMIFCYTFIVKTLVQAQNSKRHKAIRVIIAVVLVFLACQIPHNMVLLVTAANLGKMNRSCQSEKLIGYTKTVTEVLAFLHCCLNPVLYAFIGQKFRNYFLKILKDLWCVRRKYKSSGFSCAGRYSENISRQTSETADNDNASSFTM
APJ ag: agonists of human apelin receptor APJ, primary screen, CHO-K1 cells, PathHunter beta-arrestin, luminescence; AID 2520, 2010; 0% DMSO wells, 100% apelin; activation, % at 20 µM; 330,000 compounds, 0.11% hits; P35414;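 active = activation more than six SD over the plate average, tested at 20 µM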;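 note: 0% = DMSO alone and 100% = apelin-13 at 10 nM; some results filed as inactive read as strong as hits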
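Assay system: CHO-K1 APJ beta-arrestin complementation cell line / Compound: single test compound dose, 20 µM final, 1% DMSO / Times: overnight seeding, 90 min compound at 25 °C, 1 h detection / Technique: beta-gal luminescence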
CXCR6 inh: CXCR6 receptor inhibitors, primary screen, cell-based, beta-arrestin, luminescence, CHO-K1 PathHunter, 1536-well; 360,000 compounds, 0.36% hits; inhibition, % at 20 µM; C-X-C chemokine receptor type 6 (Homo sapiens), O00574; in the data active = inhibition above about 34%, passing the limit was not always enough;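 note: antagonist mode with CXCL16 agonist at 10 nM final; 0% = 10 nM CXCL16 with DMSO and 100% = unstimulated wells without agonist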
Target sequence (O00574 whole entry, looked up): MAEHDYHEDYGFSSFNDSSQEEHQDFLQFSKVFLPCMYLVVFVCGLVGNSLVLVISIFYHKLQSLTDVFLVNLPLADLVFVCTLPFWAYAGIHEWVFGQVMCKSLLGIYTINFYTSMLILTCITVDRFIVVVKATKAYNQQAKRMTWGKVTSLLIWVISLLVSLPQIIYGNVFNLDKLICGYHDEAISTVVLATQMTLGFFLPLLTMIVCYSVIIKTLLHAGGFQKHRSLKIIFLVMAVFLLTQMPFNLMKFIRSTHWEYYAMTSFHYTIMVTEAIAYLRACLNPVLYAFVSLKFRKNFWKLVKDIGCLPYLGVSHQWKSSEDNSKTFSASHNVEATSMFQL
APJ antagonist: antagonists of human apelin receptor APJ, primary screen, CHO-K1 cells, beta-arrestin complementation, luminescence. AID 2521, 2010. P35414. 330,000 compounds, 0.32% hits. inhibition, % at 20 µM;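 active = inhibition above about 40% at 20 µM, limit read from the data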;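 note: cells challenged with 10 nM apelin-13 agonist together with compound; plate controls were apelin-13 plus DMSO wells for no effect and DMSO wells lacking apelin-13 for full effect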
Active calls of the source: *; nt = not tested or not shown.

compound	Gli-Sufu block	ATG4B inhibitor	UBC13 polyUb	EBI2 antag	CCR6 antagonist	APJ ag	CXCR6 inh	APJ antagonist
O=C1c2ccccc2C(Nc2ccc(S(=O)(=O)N3CCCCCC3)cc2)N1Cc1ccco1 (centres undefined)	20	2	0	11	15	-1	2	-2
O=C(c1ccc(Cl)cc1)c1c[nH]c(C(=O)NNc2ccccc2)c1	0	-3	2	17	4	-2	-4	-15
CSc1cccc(NC(=S)N(CCCN2CCCC(C)C2)Cc2cccs2)c1 (centres undefined)	19	-3	4	15	16	-5	-5	-21
CC(=O)c1c(C)oc2ccc(OCc3ccccc3)cc12	-20	-6	5	6	4	-4	-2	-5
CC(C)[C@H](NC(=O)N1CC(=O)Nc2ccccc21)C(=O)N[C@@H](Cc1c[nH]c2ccccc12)C(=O)O	-15	-17	-4	4	12	-4	-4	-3
CCCCC(=O)NNC(=S)NC(=O)c1cccc([N+](=O)[O-])c1	-1	1	-19	-2	4	-4	7	10
CCN(C(=O)CN1CCN(c2cccc(Cl)c2)CC1)c1c(N)n(Cc2ccccc2)c(=O)[nH]c1=O	10	-5	-3	-6	1	0	-2	-4
COCCN(C(=S)Nc1cc(C)cc(C)c1)C(C)c1cccs1 (centres undefined)	12	-4	21	-2	4	-1	-4	7
COc1cc2nc(N(CCCN(C)C)C(=O)c3ccc(S(=O)(=O)N4CCc5ccccc5C4)cc3)sc2cc1OC	23	-7	71*	4	15	2	10	15
Cc1ccccc1C(=O)Nc1cccc(-c2nnc(SCC(=O)O)n2C)c1	1	-2	-3	-3	7	-2	2	10
CCO[C@H]1OC(C(N)=O)=C[C@@H](C2CC2)[C@@H]1CCCO	-7	-18	-1	nt	0	-2	nt	9
CCOC(=O)c1c(C)[nH]c(C(=O)N2CCN(CC)CC2)c1C	-15	-9	-3	-1	-3	1	-1	4
Cc1ccc(CNC(=O)C2CCC(=O)N(Cc3ccccc3F)C2)s1 (centres undefined)	16	22	2	7	14	-5	-2	0
Cc1csc(Nc2ccccc2C(F)(F)F)n1	-1	-2	4	4	5	-3	-23	8
CCOc1ccc(CCNC(=O)C2=C(C)C(=O)OC23CCC(C)CC3)cc1OCC (centres undefined)	-1	6	1	11	-9	-1	-3	-13
CN(C)S(=O)(=O)c1ccc(C(=O)Nc2ccc(F)cc2F)cc1	-2	1	1	12	4	-2	4	5
COc1ccc(C2OC(=O)Cc3cc(OC)c(OC)cc32)cc1 (centres undefined)	-5	-2	2	-3	-5	2	2	1
CCN(CC)S(=O)(=O)c1cc(C(=O)OCC(=O)NC(=O)c2cccn2C)ccc1C	-3	20	-2	3	14	1	-7	-10
CC(C)c1ccc(NC(=O)[C@H](Cc2c[nH]c3ccccc23)NC(=O)[C@@H]2Cc3ccccc3CN2)cc1	-5	5	3	6	8	-4	5	-19
Cc1ccc(-c2cc(C(F)F)n3ncc(C(=O)N4CCCc5ccccc54)c3n2)cc1	9	-14	5	32	21	-7	6	1
O=C(NCCCN1CCOCC1)c1onc(CSc2nc3ccccc3[nH]2)c1C(=O)NCCCN1CCOCC1	23	6	6	-17	-8	1	-5	14
COc1cc(/C=C2\SC(=S)N(CCC(=O)Nc3ccc(O)cc3)C2=O)cc(OC)c1OC	-3	-4	-9	17	30	-3	4	25
OC1(CNCc2ccccc2)C2CC3CC(C2)CC1C3 (centres undefined)	8	-8	6	2	10	-7	-6	15
CCCn1c(N)c(C(=O)CN(C)CC(=O)Nc2c(C)cc(C)cc2C)c(=O)[nH]c1=O	-4	-11	-5	-6	9	-3	-1	2
COC(=O)c1ccc(CN2CCc3ccccc32)cc1	9	-1	-1	-7	17	-3	5	10
Cn1nnnc1P(=O)(c1ccccc1)c1ccccc1	-16	0	4	-1	3	-5	0	7
O=C(/C=C/c1ccco1)NC(=S)Nc1cccc(-c2nc3ccccc3o2)c1	-9	11	-18	14	37	-1	20	22
N#Cc1ccc(S(=O)(=O)N2CCN(c3ncccn3)CC2)cc1	2	-3	2	5	-9	1	7	7
COc1cccc(C(NC(C)=O)c2ccc3cccnc3c2O)c1 (centres undefined)	69*	-3	-17	-3	26	0	-2	-6
CC(C)C1N(C(=O)CN2CCCC2)CCN1S(=O)(=O)c1ccccc1 (centres undefined)	1	-2	3	-11	4	-3	5	6
NS(=O)(=O)c1ccc(CCNC(=O)c2ccccc2[N+](=O)[O-])cc1	-4	-10	-9	-9	0	-1	-3	8
O=C1ON=C(c2ccccc2[N+](=O)[O-])/C1=C/c1cccc([N+](=O)[O-])c1O	5	-3	-5	-4	10	-4	-2	13
CCN(CC(=O)Nc1ccccc1C(F)(F)F)C(=O)CCSc1ccc(F)cc1	-6	0	0	1	4	-4	5	9
CCOC(=O)c1cnc(-n2nc(C)cc2C)nc1NCc1ccc2c(c1)OCO2	2	-1	-20	37	23	-3	15	17
CC1(C)CC2CC(C)(CN2C(=S)NC(=O)c2ccccc2Cl)C1 (centres undefined)	5	4	12	-6	16	2	12	8
Cc1ccc(Nc2nnc(SCC(=O)NCCN3C(=O)CSC3=O)s2)cc1C	-9	-5	-4	5	-8	-1	-6	7

The closing two entries of the section before come first, to join the parts:
compound	Gli-Sufu block	ATG4B inhibitor	UBC13 polyUb	EBI2 antag	CCR6 antagonist	APJ ag	CXCR6 inh	APJ antagonist
CC1(C)CC2CC(C)(CN2C(=S)NC(=O)c2ccccc2Cl)C1 (centres undefined)	5	4	12	-6	16	2	12	8
Cc1ccc(Nc2nnc(SCC(=O)NCCN3C(=O)CSC3=O)s2)cc1C	-9	-5	-4	5	-8	-1	-6	7
Cc1cccc(C(=O)NCC(=O)OCC(=O)N(C)CC(=O)Nc2ccccc2Cl)c1	-1	-5	4	-1	-2	-4	-3	-13
Cn1c(N)c(C(=O)Nc2ccccc2F)sc1=S	2	0	-12	-18	2	-1	-3	17
CNC(=O)c1nc(C)c(C2(C)CC(c3cccc([N+](=O)[O-])c3)=NO2)s1 (centres undefined)	0	-2	-8	-8	11	1	0	2
O=C(CCN1CCCCC1)N=Nc1c(O)[nH]c2ccccc12	25	-2	-8	-12	4	-1	-1	12
CCN(CC)C(=O)CSC1c2ccccc2C(=O)N1c1ccccc1 (centres undefined)	4	-6	-2	3	-4	-4	17	-18
CCCCOC(=O)/C=C\C(=O)OCCCC	2	-3	8	-5	-7	3	-4	-49
CC(=O)c1ccc(NC(=O)CC(NCCC2=CCCCC2)C(=O)O)cc1 (centres undefined)	1	-2	6	-13	-10	-3	5	6
Cc1cc(C)cc(OCC(=O)Nc2nc(-c3ccccn3)cs2)c1	-10	-6	-5	-17	8	2	19	1
CC(C)c1ccc(N2C(=O)C3C4C=CC(CC4)C3C2=O)cc1 (centres undefined)	4	-1	2	8	19	1	-6	16
Cc1cc(C)c2nc(N3CCCC(C(=O)NC4CCCC4)C3)sc2c1 (centres undefined)	-30	10	-10	4	3	-1	2	13
O=C(NC(=O)c1c(F)cccc1F)Nc1ccccc1SC(F)F	-14	18	6	-5	-6	0	-9	5
CCSc1nnc(NC(=O)CSc2nccn2-c2cc(C)cc(C)c2)s1	7	-5	-13	nt	5	-3	nt	2
O=C(Nc1ccc2c(c1)Cc1ccccc1-2)c1ccncc1	-34	-12	6	-2	-3	-1	0	-6
Cc1nn(CC(=O)NCCc2ccccc2)c(C)c1[N+](=O)[O-]	-15	-1	-6	-2	-26	1	-3	7
CCOc1ccc(OCC)c(NC(=O)CN2CCN(CC)CC2)c1	4	5	-7	-6	-14	4	-3	27
Cc1sc2ncnc(N3CCC(C(=O)Nc4ccc(Cl)cc4Cl)CC3)c2c1C	9	8	3	-7	6	13	-14	6
CN(C)c1ccc(S(=O)(=O)N2CCCCC2)cc1NC(=O)CN1C(=O)NC(C)(c2ccccc2)C1=O (centres undefined)	-4	-3	-7	6	-5	-2	-4	-4
CCOC(=O)c1ccc(NC(=O)c2nc[nH]c2C(=O)N(C)Cc2ccccc2)cc1	-4	-2	5	-5	2	-2	5	-18
Cc1cccc(/C=N/c2sc3c(c2C#N)CCN(Cc2ccccc2)C3)c1O	-4	2	-8	-11	-3	-1	-8	-11

Results in APJ ag and EBI2 antag (six entries from above):
| Compound | APJ ag | EBI2 antag |
| --- | --- | --- |
| Cc1nn(CC(=O)NCCc2ccccc2)c(C)c1[N+](=O)[O-] | 1 | -2 |
| Cc1cccc(/C=N/c2sc3c(c2C#N)CCN(Cc2ccccc2)C3)c1O | -1 | -11 |
| CCOc1ccc(OCC)c(NC(=O)CN2CCN(CC)CC2)c1 | 4 | -6 |
| Cc1sc2ncnc(N3CCC(C(=O)Nc4ccc(Cl)cc4Cl)CC3)c2c1C | 13 | -7 |
| CN(C)c1ccc(S(=O)(=O)N2CCCCC2)cc1NC(=O)CN1C(=O)NC(C)(c2ccccc2)C1=O (centres undefined) | -2 | 6 |
| CCOC(=O)c1ccc(NC(=O)c2nc[nH]c2C(=O)N(C)Cc2ccccc2)cc1 | -2 | -5 |
